JMJD2E inh: qHTS Assay for Inhibitors of Human Jumonji Domain Containing 2E (JMJD2E); actives 1.6% (n = 230,000); Potency, µM (doses to about 57.1 µM), inactives show top-dose activity change, negative = inhibition, most hits filed as inhibitors; JMJD2E catalytic domain, FDH-coupled NADH fluorescence (FDH is formaldehyde dehydrogenase); AID 2147, 2009; active = well fitted inhibition curve with a large enough effect, not every such curve was filed as active; inconclusive = small, poorly fitted or top-dose-only effect, or another doubt; inactive = no such curve, though single readings can be large or run the other way;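 note: 0% = wells with enzyme and -100% = buffer wells without enzyme; nearly all actives have a fitted effect of over 50% in size; many of its hits are not listed in these tables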
RECQ1 inh: qHTS Assay for Inhibitors of RecQ-Like Dna Helicase 1 (RECQ1). RECQ1 DNA unwinding, red fluorescence kinetic read. Potency, µM (highest dose often 57.3 µM), for the others: at the highest dose activity, negative = inhibition, most hits filed as inhibitors. actives 0.54% (n = 240,000);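 note: plate controls were vehicle for no effect and no enzyme for full effect; nearly all actives have a fitted effect of over 30% in size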
Target sequence (P46063 whole entry, looked up): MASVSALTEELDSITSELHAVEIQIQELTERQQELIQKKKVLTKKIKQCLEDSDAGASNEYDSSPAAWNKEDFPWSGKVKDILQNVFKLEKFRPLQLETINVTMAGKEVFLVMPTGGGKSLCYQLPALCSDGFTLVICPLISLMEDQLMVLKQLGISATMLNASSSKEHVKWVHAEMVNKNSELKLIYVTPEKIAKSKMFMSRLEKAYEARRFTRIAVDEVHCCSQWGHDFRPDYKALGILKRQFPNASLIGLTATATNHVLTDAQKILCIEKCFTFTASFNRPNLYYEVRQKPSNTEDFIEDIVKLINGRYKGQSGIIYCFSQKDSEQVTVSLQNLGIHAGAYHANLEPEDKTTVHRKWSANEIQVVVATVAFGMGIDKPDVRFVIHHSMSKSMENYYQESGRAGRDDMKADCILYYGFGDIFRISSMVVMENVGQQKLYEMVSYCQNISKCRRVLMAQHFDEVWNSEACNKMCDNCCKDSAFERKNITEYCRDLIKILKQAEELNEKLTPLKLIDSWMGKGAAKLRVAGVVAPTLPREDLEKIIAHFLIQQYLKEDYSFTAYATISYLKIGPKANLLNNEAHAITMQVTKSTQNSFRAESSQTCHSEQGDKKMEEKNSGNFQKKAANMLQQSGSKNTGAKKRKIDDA
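50 nM RECQ1T1 preincubated 15 min with compound in Tris pH 8.0 buffer with MgCl2, DTT, Tween-20 and 2.5 ug/ml poly(dI-dC); started with 200 nM TAMRA/BHQ-2 forked duplex and 2 mM ATP. Unwinding read as fluorescence (525/598 nm), two reads 2 h apart.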
GoLoco inh red: qHTS Assay for Inhibitors of RGS12 GoLoco Motif Activity (Red Fluorophore); Guanine nucleotide-binding protein G(i) subunit alpha-1 (Homo sapiens), P63096; actives 0.44% (n = 230,000); Gai1:RGS12 GoLoco peptide FP, rhodamine, 10 min; Potency, µM (doses to about 61.6 µM), for the others: at the top dose activity, negative = inhibition, actives largely listed as inhibitors; active = well fitted inhibition curve with a large enough effect, not every such curve was filed as active; inactive = no such curve, though single readings can be large or run the other way; note: % is set by controls: 0 for no effect and ±100 for the full control effect; nearly all actives have a fitted effect of over 30% in size; many of its hits are not listed in these tables
TRb-SRC2 inh: qHTS for Inhibitors of the Interaction of Thyroid Hormone Receptor and Steroid Receptor Coregulator 2. Thyroid hormone receptor beta (Homo sapiens), P10828. TRbeta-SRC2 peptide binding, fluorescence polarization; receptor liganded with 1 µM T3. Potency, µM (top dose mostly 106 µM), for inactives: at the highest dose activity change, negative = inhibition, actives largely listed as inhibitors. actives 0.065% (n = 280,000);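 note: plate controls were bound peptide for no effect and peptide without receptor for full effect; nearly all actives have a fitted effect of over 50% in size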
Target sequence (P10828 whole entry, looked up): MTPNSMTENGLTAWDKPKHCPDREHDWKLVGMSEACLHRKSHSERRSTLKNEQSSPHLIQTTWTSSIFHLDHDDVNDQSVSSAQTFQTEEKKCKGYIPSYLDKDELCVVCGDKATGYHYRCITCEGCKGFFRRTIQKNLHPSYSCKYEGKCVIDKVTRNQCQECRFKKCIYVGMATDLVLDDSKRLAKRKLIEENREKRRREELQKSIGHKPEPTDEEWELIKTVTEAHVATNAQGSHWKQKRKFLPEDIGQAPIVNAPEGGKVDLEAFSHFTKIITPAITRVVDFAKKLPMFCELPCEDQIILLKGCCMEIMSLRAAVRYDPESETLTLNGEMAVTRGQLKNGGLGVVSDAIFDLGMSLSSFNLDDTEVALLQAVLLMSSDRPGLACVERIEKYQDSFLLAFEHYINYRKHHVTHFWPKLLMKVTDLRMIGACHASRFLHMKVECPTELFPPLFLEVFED
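Human TRb ligand-binding domain (0.6 uM) is mixed with 20 nM Texas Red SRC2 peptide and 1 uM T3; after compound addition and 5 hr at ambient temperature, polarization is measured and normalized to unbound and bound controls.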
SMN2 splice up: qHTS Assay for Enhancers of SMN2 Splice Variant Expression; HEK293 SMN2-luciferase splicing reporter, luminescence, 30-36 h; Potency, µM (series often up to 46.1 µM), for inactives: at the top dose activity change, positive = activation, most hits filed as activators; actives 2.8% (n = 210,000); AID 1458, 2008; note: % of control where 0% means no effect; nearly all actives have a fitted effect of over 55% in size
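qHTS luciferase splicing reporter: luminescence rises when SMN2 exon 7 is included in transfected HEK293 cells. Compound exposure lasted 30-36 h at 37C, with 4.5 mM final sodium butyrate as control, followed by a ONE-Glo read.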
TR SRC2 fluor cs: Total Fluorescence Counterscreen for Inhibitors of the Interaction of Thyroid Hormone Receptor and Steroid Receptor Coregulator 2. TRb/SRC2 Texas Red total fluorescence interference. Potency, µM (series often up to 106 µM), inactives show at the highest dose fluorescence change, negative = quenching. actives 0.29% (n = 280,000); active = well fitted curve in either direction with a large enough effect; inconclusive = small, poorly fitted or top-dose-only effect; note: % is set by controls: 0 for no effect and ±100 for the full control effect
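Human TRb ligand-binding domain at 0.6 uM with 20 nM Texas Red SRC2 peptide in Tris buffer containing 1 uM T3 and 5% DMSO, incubated with compound 5 h at ambient temperature. Total fluorescence (555/632 nm) calculated as parallel + 2 × perpendicular.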
Lamin A splicing: qHTS Assay for Modulators of Lamin A Splicing; HeLa LMNA splicing GFP/RFP minigene ratio, 48 h; Potency, µM (highest dose often 46.1 µM), inactives show top-dose ratio change, negative = inhibition, most hits filed as inhibitors; actives 0.01% (n = 200,000); active = well fitted inhibition curve with a large enough effect in the signal ratio, with a control signal flat, not every such curve was filed as active; inconclusive = small, poorly fitted or top-dose-only effect, or effect the other way, or a change in a side signal; the % refers to the signal ratio; note: % is set by controls: 0 for no effect and ±100 for the full control effect
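S3 HeLa cells stably expressing lamin A-EGFP splicing minigene plus DsRed2, 600 cells/well, 48 h compound exposure at 37C. Laser-scanning cytometry; analysed as GFP (500-530 nm)/RFP (575-640 nm) total intensity ratio; 0.5% DMSO vehicle.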
ALDH1A1 inh: qHTS Assay for Inhibitors of Aldehyde Dehydrogenase 1 (ALDH1A1); Aldehyde dehydrogenase 1A1 (Homo sapiens), P00352; Purified ALDH1A1, NADH fluorescence, propionaldehyde substrate; Potency, µM (doses to about 75.3 µM), for the others: at the highest dose activity, negative = inhibition, most hits filed as inhibitors; actives 7.3% (n = 220,000); AID 1030, 2008; active = well fitted inhibition curve with a large enough effect, not every such curve was filed as active; inconclusive = small, poorly fitted or top-dose-only effect, or another doubt; inactive = no such curve, though single readings can be large or run the other way;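 note: plate controls were no enzyme wells and a reference inhibitor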
The depositor's hits bear a star; i = inactive; ? = inconclusive; . = no result given; & = joins results of further samples; [ ] = another dose, or the depositor's remark. Unless noted, calls come from the whole dose curve; as a rule, active = well fitted curve in the direction sought with a large enough effect; inconclusive = small, poorly fitted or top-dose-only effect, or another doubt; inactive = no such curve, though single readings can be large; an effect the other way counts as inactive or inconclusive. Potency is the fitted concentration of half-maximal effect. A portion of the library (hit frequency here may not be typical).

The line under a structure holds: JMJD2E inh	RECQ1 inh	GoLoco inh red	TRb-SRC2 inh	SMN2 splice up	TR SRC2 fluor cs	Lamin A splicing	ALDH1A1 inh
> COc1ccc(-c2nsc3c(N4CCCCC4)ncnc23)cc1
    ?	-5%	7%	-2%	-73%[inhibitor]	-1%	-9%	?
> Cc1nn(-c2ccccc2)c2c1C1(C(=O)N(C(C)C)c3ccccc31)C(C#N)=C(N)O2 (stereo not drawn)
    -12%	i	12%	-3%	27%	-4%	0%	1.1µM*
> c1ccc(-c2nc(-c3ccccn3)nc(-c3ccccn3)n2)nc1
    ?	2%	9%	11%	.	-9%	.	.
> C[N+](C)(C)CCCCCNCC12CC3CC(CC(C3)C1)C2
    -3%	-9%	8%	-3%	.	-2%	.	3%
> CCn1c(CNc2ccc(C(=O)O)cc2)nc2ccccc21
    0%	12%	4%	-25%	-2%	1%	11%	-9%
> Cc1ccccc1C(=O)Oc1ccccc1N1C(=O)C2CC=CCC2C1=O (stereo not drawn)
    3%	-5%	5%	-6%	1%	-1%	0%	2%
> O=C(CN1C(=O)C2C3C=CC(C4CC34)C2C1=O)OCC(=O)c1ccccc1 (stereo not drawn)
    -3%	-8%	17%	5%	13%	-2%	17%	-11%
> CC(C)c1ncc(C(O)c2ccccc2)n1C (stereo not drawn)
    8%	0%	-1%	1%	.	2%	.	.
> O=C(Cn1cccc1)N1CCN(c2ccc(F)cc2)CC1
    6%	-6%	13%	-2%	-11%	1%	3%	-2%
> CCN(CC)C(=O)c1sc(NC(=O)Cc2ccc(OC)cc2)c(C#N)c1C
    0%	i	2%	1%	-13%	-2%	-7%	-5%
> CC(C)OC(=O)c1c2c(n3ccccc13)C(=O)c1ccccc1C2=O
    -16%	11%	4%	-13%	1%	2%	-15%	?
> COc1ccc2ccccc2c1CN1CCN(Cc2ccccc2)CC1
    1%	i	8%	3%	-12%	-3%	1%	1%
> COC(=O)/C=c1/s/c(=C(\C#N)C(=O)NCc2ccco2)n(-c2ccccc2)c1=O
    7%	-5%	.	18%	.	8%	6%	12%
> Cc1ccc(Nc2ccc(C(=O)O)cc2N)cc1
    ?	-1%	4%	2%	?	1%	8%	13%
> NC(=O)c1c(NC(=O)CSc2nnc(-c3ccco3)n2-c2ccccc2)sc2c1CCC2
    ?	-7%	124%[activator]	-13%	-57%[inhibitor]	?	?	?
> CN1CCN(S(=O)(=O)c2ccc(NC(=O)c3csc4ccccc34)cc2)CC1
    0%	-4%	3%	-1%	3%	-3%	1%	-9%
> C=CCn1c(SCC(C)=O)nnc1-c1cc(-c2ccccc2)sc1N
    ?	-3%	19%	-6%	-60%[inhibitor]	-1%	?	?
> COc1ccc(NS(=O)(=O)c2ccc(N3CCCC3)c(NC(=S)Nc3ccc(SC(F)F)cc3)c2)cc1
    3%	-8%	-1%	5%	3%[1.84 µM]	0%	?	3.5µM*
> CCc1ccc(S(=O)(=O)c2ccc(-n3nc(C)cc3N)cc2)cc1
    7%	i	7%	-4%	-15%	-1%	-21%[46 µM]	2%
> CCN1CCN(c2cc(C)c3cc(NC(=O)c4ccncc4)ccc3n2)CC1
    -6%	-17%	6%	-5%	-12%	6%	1%	-8%

In a second layout: entries from further up.
SMILES | JMJD2E inh | RECQ1 inh | GoLoco inh red | TRb-SRC2 inh | SMN2 splice up | TR SRC2 fluor cs | Lamin A splicing | ALDH1A1 inh
C=CCn1c(SCC(C)=O)nnc1-c1cc(-c2ccccc2)sc1N | ? | -3% | 19% | -6% | -60%[inhibitor] | -1% | ? | ?
COc1ccc(-c2nsc3c(N4CCCCC4)ncnc23)cc1 | ? | -5% | 7% | -2% | -73%[inhibitor] | -1% | -9% | ?

The list goes on.
The line under a structure holds: JMJD2E inh	RECQ1 inh	GoLoco inh red	TRb-SRC2 inh	SMN2 splice up	TR SRC2 fluor cs	Lamin A splicing	ALDH1A1 inh
> COc1ccc(C(C)=O)cc1COc1ccc([N+](=O)[O-])c(C)c1
    2%	i	0%	-3%	-25%	-5%	.	?
> O=C(O)CCCN1C(=O)/C(=C/c2cn(-c3ccccc3)nc2-c2cccs2)SC1=S
    1%	?	3%	4%	-22%	-9%	.	-10%
> CCCCCCNS(=O)(=O)c1ccccc1Br
    13%	?	3%	-7%&0%	.	2%&-6%	.	.
> O=C(Cc1cccs1)N1CCN(S(=O)(=O)c2ccc(Br)cc2)CC1
    0%	-2%	1%	-3%	-18%	4%	?	?
> CCCCC1(Cc2ccc(OC)c([N+](=O)[O-])c2)C(=O)N(c2ccccc2)N(c2ccccc2)C1=O
    -6%	-3%	-3%	-1%	-12%	-3%	-5%	?
> COc1nccnc1NS(=O)(=O)c1ccc(NC(=O)c2cccc(C)c2)cc1
    3%	i	-3%	-4%	6%	0%	.	-14%
> Cc1ccc(C)c(OCC(=O)Nc2nc3ccc([N+](=O)[O-])cc3s2)c1
    3%	-9%	-3%	2%	-21%	-2%	-14%	14%
> Cc1noc(C)c1C(=O)N1CCc2ccccc21
    -6%	-1%	-2%	-7%	15%	0%	2%	7%
> CC(=O)N/C(=C\c1ccccc1)C(=O)OCC(=O)N(C)C1CCCCC1
    4%	-5%	15%	-5%	5%	4%	-9%	7%
> O=C(NC(=O)N1CCN(c2ccccc2F)CC1)c1ccccc1
    1%	2%	3%	-1%	13%	2%	0%	5%
> Cc1ccc2nc(N/C(=N/S(=O)(=O)c3ccc(F)cc3)c3ccccc3)sc2c1
    ?	9%	-3%	-2%	?	0%	?	?
> CC1(C(=O)NCCCN2CCOCC2)Oc2cccnc2NC1=O (stereo not drawn)
    -1%	-3%	5%	-6%	.	-2%	.	2%
> Cc1ccccc1-c1cncnc1NCc1cccnc1
    .	-3%	0%	.	.	.	1%	17%
> COc1ccccc1O
    .	-2%&-5%&-2%	9%&2%&-4%	0%&1%&6%	-4%&-1%&-5%	-1%&-2%&1%	-7%	-7%&8%&8%
> Cc1nn(CC(=O)N2CC(=O)Nc3ccccc32)c(C)c1[N+](=O)[O-]
    11%	i	10%	6%	19%	-1%	.	13%
> COc1cc(OC)c(C2SCCN2S(=O)(=O)c2ccc(F)cc2)cc1OC (stereo not drawn)
    -13%	-12%	-3%	-24%	-5%	0%	9%	7%
> CC(=O)c1cc(C#N)c(SCc2ccc([N+](=O)[O-])cc2)nc1C
    6%	i	2%	1%	-25%	-1%	.	6%
> Cc1ccc(C2=Nc3ccccc3N=C(C(Cl)Cl)C2)cc1
    ?	-2%	9%	4%	-67%[inhibitor]	0%	.	?
> O=C(c1cc([N+](=O)[O-])ccc1N1CCCCC1)N1CCc2ccccc21
    -3%	-5%	-9%	5%	-17%	-14%	?	-12%
> O=C(Nc1ccc(Cl)c(C(F)(F)F)c1)N1CCCC(O)C1 (stereo not drawn)
    12%	-17%	-9%	-10%	-3%	-3%	-10%	5%

Later entries.
The line under a structure holds: JMJD2E inh	RECQ1 inh	GoLoco inh red	TRb-SRC2 inh	SMN2 splice up	TR SRC2 fluor cs	Lamin A splicing	ALDH1A1 inh
> CN(c1ccc(O)cc1)c1nc(-c2cccs2)cs1
    3%	-13%	-2%	1%	.	-2%	0%[46 µM]	7%
> Cc1ccc2nc(Cl)nc(-c3ccccc3)c2c1
    ?	-7%	-8%	-5%	.	0%	?	?
> O=C(CSc1nc2ccc(NC(=O)C3CCCCC3)cc2s1)NCC1CCCO1 (stereo not drawn)
    -6%	-4%	0%	4%	-9%	-2%	?	-3%
> CCCN(CC(=O)Nc1ccc(Cl)cc1Cl)C(=O)/C=C/c1ccco1
    -1%	1%	0%	12%	?	-2%	?	0.22µM*
> CCOc1cccc(=O)c2c(C)oc(C)c12
    ?	0%	5%	-11%	10%	1%	8%	-14%
> O=C(CCN1C(=O)c2ccccc2C1=O)Nc1cccc(S(=O)(=O)N2CCCCC2)c1
    -1%	-6%	10%	-4%	-20%	2%	-1%	-4%
> Cn1c(Cn2cnc3ccccc32)nc2ccccc21
    -3%	-4%	.	-5%	.	-3%	?	4%
> COc1ccc(CNC(=O)COC(=O)c2ccc(Br)cc2)cc1
    5%	21%	-1%	5%	16%	-1%	-9%[46 µM]	7%
> COC(=O)c1cc2occc2n1CC(=O)Nc1cc(OC)cc(OC)c1
    -3%	i	.	-6%	.	-1%	4%	-4%
> O=C(NC1CCCC1)C(c1cccs1)N(CC1CCCO1)C(=O)Cc1cccs1 (stereo not drawn)
    -1%	-13%	13%	-8%	-1%	-2%	-6%	-2%
> COCCn1nnnc1CN(CCc1ccccc1)Cc1cc2ccc(C)cc2[nH]c1=O
    4%	-1%	7%	-1%	-11%	-2%	2%	4.5µM*
> CN(CC(=O)Nc1ccc(Cl)cc1)CC(=O)Nc1ccc(C(N)=O)cc1
    -28%	-13%	74%[activator]	-8%	7%	-2%	10%[46 µM]	32µM*
> CC(C(N)=O)N1C(=O)c2cccc3cccc1c23 (stereo not drawn)
    -23%	-8%	8%	-8%	-10%	-1%	?	5%
> CC(C)N(Cc1cn(C)nc1-c1cccc(Cl)c1)Cc1nccn1C
    3%	13%	-1%	-2%	.	0%	.	11%
> Cc1c(Cl)cccc1NC(=O)CN1CCC(NC(=O)C2CCCCC2)CC1
    -7%	7%	2%	-2%	-30%[inhibitor]	2%	6%	4%
> CCn1nnnc1-c1ccc(OC)c(S(=O)(=O)NCCc2ccccc2)c1
    0%	-2%	-5%	0%	7%	1%	3%	?
> Cc1ccccc1C(=O)NC(NC(=S)Nc1ccc(S(N)(=O)=O)cc1)C(Cl)(Cl)Cl (stereo not drawn)
    -1%	-8%	-3%	0%	-1%	-4%	-14%	2%
> C=CCn1c(SC)nnc1-c1ccc2ncccc2c1
    -5%	0%	6%	-3%	.	-1%	.	.
